Screening results deposited in PubChem BioAssay by Icahn School of Medicine at Mount Sinai.
RBX1-CUL1 inh: inhibitors of human ROC1-CUL1 ubiquitin ligase activity | P62877+Q13616 | in vitro K48 di-Ub FRET, acceptor:donor ratio, 45 min | inhibition, % at 10 µM | 0.6% of 140,000 active; in the data active = inhibition above about 25%
Target sequence (P62877 whole entry, looked up): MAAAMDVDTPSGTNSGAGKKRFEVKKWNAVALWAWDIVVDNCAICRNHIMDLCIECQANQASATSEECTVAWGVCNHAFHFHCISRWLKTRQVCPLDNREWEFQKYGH
Target sequence (Q13616 whole entry, looked up): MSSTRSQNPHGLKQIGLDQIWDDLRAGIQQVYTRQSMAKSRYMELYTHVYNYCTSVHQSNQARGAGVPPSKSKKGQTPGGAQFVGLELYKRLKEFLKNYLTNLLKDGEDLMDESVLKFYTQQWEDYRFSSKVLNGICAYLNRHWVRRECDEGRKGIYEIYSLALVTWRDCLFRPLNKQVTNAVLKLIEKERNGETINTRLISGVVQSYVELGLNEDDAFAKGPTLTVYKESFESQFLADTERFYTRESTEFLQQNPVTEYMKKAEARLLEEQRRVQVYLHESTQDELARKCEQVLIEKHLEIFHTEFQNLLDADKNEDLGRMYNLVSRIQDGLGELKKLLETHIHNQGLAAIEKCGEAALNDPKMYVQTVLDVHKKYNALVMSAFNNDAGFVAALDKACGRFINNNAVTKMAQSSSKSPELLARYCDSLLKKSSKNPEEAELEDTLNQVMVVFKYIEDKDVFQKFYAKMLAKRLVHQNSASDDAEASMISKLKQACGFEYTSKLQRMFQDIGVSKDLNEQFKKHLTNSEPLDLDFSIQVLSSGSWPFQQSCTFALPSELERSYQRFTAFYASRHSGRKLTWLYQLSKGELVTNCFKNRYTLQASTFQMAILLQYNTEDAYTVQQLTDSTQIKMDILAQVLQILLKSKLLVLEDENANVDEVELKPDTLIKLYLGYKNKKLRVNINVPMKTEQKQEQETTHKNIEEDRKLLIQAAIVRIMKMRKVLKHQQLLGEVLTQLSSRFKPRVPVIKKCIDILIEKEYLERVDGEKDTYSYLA
An asterisk follows results filed as active.

What do the screens show for `COc1ccc(CNC(=O)c2cnn(-c3ccc(OC)cc3)c2C2CCN(C(=O)OC(C)(C)C)CC2)cc1`?
RBX1-CUL1 inh: -3

How did O=C(CC1(O)C(=O)N(Cc2ccccc2Cl)c2ccccc21)c1ccc(Br)s1 (configuration not stated) do in these assays?
RBX1-CUL1 inh: -3

How did Cc1ccc(OCC(=O)Nc2ccc3nc(SCC(=O)N(C)c4ccccc4)sc3c2)cc1 do in these assays?
RBX1-CUL1 inh: -4

Results for Nc1nc(-c2ccc(Cl)cc2)nnc1-c1ccc(Br)cc1 ?
RBX1-CUL1 inh: 4

What do the screens show for `CC(=O)c1ccc(NC(=O)C(C)Sc2nnc(COc3ccc([N+](=O)[O-])cc3)n2C)cc1` (configuration not stated)?
RBX1-CUL1 inh: 6

Results for O=C(Nc1cccc(O)c1)c1cccc(Cl)c1 ?
RBX1-CUL1 inh: 3

Results for Cc1ccc(-n2c(=O)c3ccc(C(=O)NCc4ccco4)cc3n(CC(=O)Nc3ccc(C)c(F)c3)c2=O)cc1 ?
RBX1-CUL1 inh: 3

How did O=C(CN1C(=O)C2(SCC(=O)N2c2ccc(F)cc2)c2ccccc21)NC1CCCCC1 (configuration not stated) do in these assays?
RBX1-CUL1 inh: 2

Results for COCC(C)NC(=O)c1c(-c2c(Cl)cccc2Cl)noc1C (configuration not stated) ?
RBX1-CUL1 inh: 5

Results for Cc1cccn2c(=O)c(NC(=O)c3ccccc3Cl)cnc12 ?
RBX1-CUL1 inh: -4

What do the screens show for `COc1cccc(C(=O)Nc2ccc3c(c2)CCCN3C(=O)c2cccs2)c1OC`?
RBX1-CUL1 inh: 4

What do the screens show for `CCc1ccc(CN2CCC(CCC(=O)N3CCN(CC)CC3)CC2)o1`?
RBX1-CUL1 inh: -2

What do the screens show for `O=C1c2ccccc2C2=NCC(O)CN12` (configuration not stated)?
RBX1-CUL1 inh: 5

Results for O=C(Nc1ccc(-c2ccco2)cc1)C1CCCN(Cc2nccs2)C1 (configuration not stated) ?
RBX1-CUL1 inh: 4

Results for CC(C)NC(=O)CN1C(=O)CCn2nc(-c3cn(C)c4ccccc34)cc21 ?
RBX1-CUL1 inh: -8

Results for COc1ccc(NC(=O)C2C(C)=NC(=S)NC2c2ccccc2)cc1 (configuration not stated) ?
RBX1-CUL1 inh: 8

Results for CCc1c(C)c2cc(Cl)c(O)c(CN(C)C)c2oc1=O ?
RBX1-CUL1 inh: -1

Results for COc1cccc(NC(=O)/C(C#N)=C/c2c(C)n(Cc3ccc(Cl)cc3)c3ccccc23)c1 ?
RBX1-CUL1 inh: 2

Results for O=C(Nc1cccc2cccnc12)c1ccc(F)cc1 ?
RBX1-CUL1 inh: -2

What do the screens show for `O=C(COC(=O)c1cc(S(=O)(=O)N2CCOCC2)ccc1Br)c1ccccc1`?
RBX1-CUL1 inh: -6

How did COc1ccc(CCNC(=O)c2ccc3c(c2)N(Cc2cccc(C)c2)C(=O)c2ccccc2S3(=O)=O)cc1OC do in these assays?
RBX1-CUL1 inh: 6

Results for COc1ccc(C2C=NC(=O)NC2=O)cc1 (configuration not stated) ?
RBX1-CUL1 inh: -11

Results for COc1ccc(CC(=O)NCc2ccc(Cl)c(Cl)c2)cc1OC ?
RBX1-CUL1 inh: 4

How did COc1ccccc1N1C(=O)NC(=O)/C(=C\c2ccc(OC)c([N+](=O)[O-])c2)C1=O do in these assays?
RBX1-CUL1 inh: -2

Results for O=C(Nc1ccc(O)cc1)c1cc2nc3c(c(C(F)(F)F)n2n1)CCc1ccccc1-3 ?
RBX1-CUL1 inh: 10

What do the screens show for `CN=C1S/C(=C\c2cc(C)n(-c3ccccc3F)c2C)C(=O)N1C`?
RBX1-CUL1 inh: 4

Results for CCS(=O)(=O)N1CCC(C(=O)NCCC(C)C)CC1 ?
RBX1-CUL1 inh: -1

Results for CCOc1ccc(C(=O)Nc2cccc(Cl)c2)cc1 ?
RBX1-CUL1 inh: 7

What do the screens show for `CCCSc1ncc(Cl)c(C(=O)Nc2ccc(S(=O)(=O)N(C)c3ccccc3)cc2)n1`?
RBX1-CUL1 inh: -4

Results for O=C(O)CCc1ccc(S(=O)(=O)N2CCCCC2)cc1 ?
RBX1-CUL1 inh: 6

How did COc1ccc(NC(=O)N2CCN3CCCCC3C2)cc1OC (configuration not stated) do in these assays?
RBX1-CUL1 inh: -4

Results for Cc1ccccc1-c1nn2c(-c3ccc(C(F)(F)F)cc3)nnc2s1 ?
RBX1-CUL1 inh: -7

What do the screens show for `O=C(NCCN1CCOC1=O)c1ccc(C2CCCN2Cc2cnc[nH]2)s1` (configuration not stated)?
RBX1-CUL1 inh: 1

How did O=C(C1=C(c2ccccc2)S/C(=C\C(=S)c2ccccc2)S1)c1ccccc1 do in these assays?
RBX1-CUL1 inh: 0

What do the screens show for `CC1CCC(C(C)C)c2c1cnn2Cn1ncc2c1C(C(C)C)CCC2C` (configuration not stated)?
RBX1-CUL1 inh: -5

How did O=C(CCc1ccccc1)c1ccccc1OCC(O)CN1CCOCC1 (configuration not stated) do in these assays?
RBX1-CUL1 inh: 5

Results for COCCCn1c(=N)c(S(=O)(=O)c2ccc(Cl)cc2)cc2c(=O)n3cccc(C)c3nc21 ?
RBX1-CUL1 inh: 8

Results for O=C1NC(=Nc2cc(Cl)cc(Cl)c2)S/C1=C\c1ccco1 ?
RBX1-CUL1 inh: 28*

How did O=C(O)c1cc(Nc2c([N+](=O)[O-])cc3c4c(cccc24)C(=O)OC3=O)ccc1O do in these assays?
RBX1-CUL1 inh: 27*

How did CC(=O)OC1=C(C(C)=O)N(Cc2ccccc2)S(=O)(=O)c2ccccc21 do in these assays?
RBX1-CUL1 inh: 8

Already shown: an excerpt of the list.
Results for Cc1ccccc1-c1nn2c(-c3ccc(C(F)(F)F)cc3)nnc2s1 ?
RBX1-CUL1 inh: -7

What do the screens show for `O=C(NCCN1CCOC1=O)c1ccc(C2CCCN2Cc2cnc[nH]2)s1` (configuration not stated)?
RBX1-CUL1 inh: 1

How did O=C(C1=C(c2ccccc2)S/C(=C\C(=S)c2ccccc2)S1)c1ccccc1 do in these assays?
RBX1-CUL1 inh: 0

What do the screens show for `CC1CCC(C(C)C)c2c1cnn2Cn1ncc2c1C(C(C)C)CCC2C` (configuration not stated)?
RBX1-CUL1 inh: -5

How did O=C(CCc1ccccc1)c1ccccc1OCC(O)CN1CCOCC1 (configuration not stated) do in these assays?
RBX1-CUL1 inh: 5

Results for COCCCn1c(=N)c(S(=O)(=O)c2ccc(Cl)cc2)cc2c(=O)n3cccc(C)c3nc21 ?
RBX1-CUL1 inh: 8

The results go on.
How did Cc1nn(C(=O)c2ccccc2)c(C)c1Cl do in these assays?
RBX1-CUL1 inh: -1

How did CCc1ccc(CN(Cc2ccco2)c2cnc(S(C)(=O)=O)nc2C(=O)Nc2ccc(C)c(Cl)c2)cc1 do in these assays?
RBX1-CUL1 inh: -5

What do the screens show for `Cc1ccccc1C(=O)Nc1sc2c(c1C(=O)NCc1ccco1)CCC2`?
RBX1-CUL1 inh: 6

How did Cc1ccc(-c2c(C)sc(=NC(=O)c3ccco3)n2C)cc1 do in these assays?
RBX1-CUL1 inh: 3

What do the screens show for `Cc1c(C(=O)N2CCOCC2)nnn1-c1ccc(Br)cc1`?
RBX1-CUL1 inh: -3

What do the screens show for `Cc1ccccc1CS(=O)(=O)N1CCN(c2ccc(F)cc2)CC1`?
RBX1-CUL1 inh: 4

Results for CCOc1cc(C(Nc2cc(C)ccn2)c2ccc3cccnc3c2O)ccc1OC (configuration not stated) ?
RBX1-CUL1 inh: 0

How did Cc1cc(OCC(=O)N(Cc2ccc(N(C)C)cc2)CC2CCCO2)ccc1Cl (configuration not stated) do in these assays?
RBX1-CUL1 inh: 10

Results for CCCOc1ccc(C2c3c(ccc4nc(C)ccc34)N=C3CCCC(=O)C32)cc1 (configuration not stated) ?
RBX1-CUL1 inh: 10

Results for Fc1ccc(N2CN(CCc3ccccc3)CNC2=S)cc1 ?
RBX1-CUL1 inh: 3

What do the screens show for `COc1ccc(-c2nc(CN(CCO)Cc3ccccc3)c(C)o2)cc1C`?
RBX1-CUL1 inh: 6

Results for CCCCn1c(=O)nc2n(-c3cccc(C)c3)c3ccccc3cc-2c1=O ?
RBX1-CUL1 inh: -1

What do the screens show for `Cc1ccc2c(c1)c(=O)c(C(=O)c1ccccc1)cn2Cc1ccccc1F`?
RBX1-CUL1 inh: -3

How did Cc1ccc(-n2c(SCC(=O)Nc3ccccc3)nc3sc4c(c3c2=O)CCCC4)cc1 do in these assays?
RBX1-CUL1 inh: -8

How did CCOc1ccccc1NC(=O)Cn1c(=O)n(Cc2ccccc2)c(=O)c2cccnc21 do in these assays?
RBX1-CUL1 inh: 3

How did O=C(Nc1cccc2ccccc12)C1CCN(S(=O)(=O)c2ccccc2)CC1 do in these assays?
RBX1-CUL1 inh: -13

How did Cc1nccc(N2CCC(Cn3cc(CN4CCCC(O)C4)nn3)CC2)n1 (configuration not stated) do in these assays?
RBX1-CUL1 inh: 5

Results for COc1ccccc1CNC(=O)c1cc(-c2ccccc2)n[nH]1 ?
RBX1-CUL1 inh: -2

What do the screens show for `Cc1oc2ccc(O)c(CN3CCCCC3)c2c1C(=O)NC1CCCC1`?
RBX1-CUL1 inh: 6

Results for COc1cc(OC)c(OC)cc1CN1CCOc2ccc(C(O)Cc3ccccc3)cc2C1 (configuration not stated) ?
RBX1-CUL1 inh: -10

How did CCOC(=O)CN1C(=O)S/C(=C/c2ccc(Br)o2)C1=O do in these assays?
RBX1-CUL1 inh: 7

Results for Cc1cc2ncn(S(=O)(=O)c3cc(Cl)ccc3Cl)c2cc1C ?
RBX1-CUL1 inh: -12

How did CCOC(=O)C1=NN(c2ccccc2)/C(=C2\SC(=Nc3ccccc3)N(c3ccccc3)C2=O)S1 do in these assays?
RBX1-CUL1 inh: -9

Results for Cc1nc(N)nc(C)c1Cc1ccccc1 ?
RBX1-CUL1 inh: -13

How did COc1ccc(CNC(=O)c2c3c(nc4ccccc24)C(=O)N(C2CCCCC2)C3)cc1 do in these assays?
RBX1-CUL1 inh: -9

How did O=C(Nc1nc2nc(-c3ccccc3)cc(=O)n2[nH]1)c1ccc(Cl)cc1 do in these assays?
RBX1-CUL1 inh: 8

What do the screens show for `CC1=NN(c2ccc(Cl)cc2)C(=O)C1C=Nc1ccc(O)cc1` (configuration not stated)?
RBX1-CUL1 inh: 6

Results for Cc1cc(C)n2nc(SCc3nnc(SCc4ccccc4)s3)nc2n1 ?
RBX1-CUL1 inh: -4

What do the screens show for `C=C(C)Cn1c(COc2ccc(C)cc2)n[nH]c1=S`?
RBX1-CUL1 inh: -7

How did CCOC(=O)c1cc(-c2ccccc2)n(CC(=O)Nc2cc(Cl)c(OC)cc2OC)c1C do in these assays?
RBX1-CUL1 inh: -4

How did O=c1c(S(=O)(=O)c2cccc(Cl)c2)cn(Cc2ccccc2)c2cc(N3CCOCC3)c(F)cc12 do in these assays?
RBX1-CUL1 inh: -6

Results for O=C(Nc1cccc(N2CCNC2=O)c1)c1ccc(C2CCCN2)s1 (configuration not stated) ?
RBX1-CUL1 inh: -4

Results for CCOC(=O)c1ccc(NC(CC(=O)c2ccccc2)c2ccc(C)cc2)cc1 (configuration not stated) ?
RBX1-CUL1 inh: 6

How did CCOC(=O)c1cnn2c(C(F)(F)F)cc(-c3ccc(F)cc3)nc12 do in these assays?
RBX1-CUL1 inh: 2

What do the screens show for `CC(C)(C)c1[nH]nc2c1C(c1ccc(OC(F)(F)F)cc1)C(C#N)C(=N)O2` (configuration not stated)?
RBX1-CUL1 inh: 1

What do the screens show for `COc1cc(C(=O)N(Cc2ccncc2)Cc2cccc(OCCc3ccc(F)cc3)c2)cc(OC)c1OC`?
RBX1-CUL1 inh: -1

What do the screens show for `CC1=Nc2nc(SCc3ccccc3F)nn2C(c2cccnc2)C1C(=O)Nc1ccccc1` (configuration not stated)?
RBX1-CUL1 inh: -9

Results for C=CCOc1ccc(/C=C2\N=C(c3ccc(Cl)cc3Cl)OC2=O)c(OCC=C)c1 ?
RBX1-CUL1 inh: -3

How did CCOC(=O)c1c(NC(=O)c2nc(SC(C)C)ncc2Cl)sc2c1CCCC2 do in these assays?
RBX1-CUL1 inh: 8

How did CN(CC1CCCN(CCc2ccccc2F)C1)C1CCSCC1 (configuration not stated) do in these assays?
RBX1-CUL1 inh: 1

The final two records of the part before are carried over, then new ones follow:
How did CCOC(=O)c1c(NC(=O)c2nc(SC(C)C)ncc2Cl)sc2c1CCCC2 do in these assays?
RBX1-CUL1 inh: 8

How did CN(CC1CCCN(CCc2ccccc2F)C1)C1CCSCC1 (configuration not stated) do in these assays?
RBX1-CUL1 inh: 1

What do the screens show for `CCN(CC)C(=O)Cn1c(SCC(=O)Nc2ccc(F)cc2)nc2ccccc21`?
RBX1-CUL1 inh: 0

How did Cc1nn(-c2ccccc2)cc1C(C1C(=O)NC(=S)N=C1N)C1C(=O)NC(=S)N=C1N (configuration not stated) do in these assays?
RBX1-CUL1 inh: -3

How did CCCCn1c(=O)c2c(nc3n2C(C)C(C)=NN3C)n(C)c1=O (configuration not stated) do in these assays?
RBX1-CUL1 inh: 4

What do the screens show for `CC(C)N1C(=O)C(C=Nc2ccc(Br)cc2)C(=O)N(Cc2ccco2)C1=O` (configuration not stated)?
RBX1-CUL1 inh: 4

Results for COc1ccccc1C1CC(=O)N(c2cccc(C(F)(F)F)c2)C2=C1C(=O)OC2 (configuration not stated) ?
RBX1-CUL1 inh: -3

Results for CCS(=O)(=O)N1CCc2cc(C(=O)Nc3ccc(C(=O)OC)cc3)ccc21 ?
RBX1-CUL1 inh: -1

How did O=C(c1ccccc1F)N1CCN(Cc2ccc(F)cc2Cl)CC1 do in these assays?
RBX1-CUL1 inh: -3

Results for CCOC(=O)c1ccc(Oc2nc(CC)nc3sc4c(c23)CCCC4)cc1 ?
RBX1-CUL1 inh: -17

What do the screens show for `CCCCCn1c(COc2ccccc2)nc2ccccc21`?
RBX1-CUL1 inh: -9

How did Cc1ccc(C)c(NS(=O)(=O)c2cc(OCC(N)=O)c(C)cc2Cl)c1 do in these assays?
RBX1-CUL1 inh: -6

What do the screens show for `Cc1cc(C)cc(NC(=O)CCS(=O)(=O)c2cc3c4c(c2)CCN4C(=O)CC3)c1`?
RBX1-CUL1 inh: 1

Results for CCn1c(=O)c2c(nc3n2CCCN3Cc2ccccc2)n(C)c1=O ?
RBX1-CUL1 inh: 8

What do the screens show for `Cc1ccc(C)c(OCC(=O)Nc2ccc3c(c2)OCO3)c1`?
RBX1-CUL1 inh: 9

A portion of the library, so the mix of outcomes need not match the whole.
